DAX1 inh-1: DAX1 (NR0B1) inhibitors on StAR promoter, primary screen, cell-based, luminescence, SF-1 (NR5A1), full-length DAX-1; inhibition, % at 6.8 µM; 1.1% of 370,000 active; AID 652010, 2013; HEK293T StAR-luciferase reporter, SF-1/DAX-1 repression relief;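 active = inhibition above the mean over all tested compounds plus 3 SD, cut at about 3.6% in these data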;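 also: 0% = DAX-1 cells with DMSO and 100% = cells lacking DAX-1 with DMSO; higher inhibition means more luminescence from relief of DAX-1 repression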
HGIII-sPLA2 inh: human group III sPLA2 inhibitors, primary screen, biochemical, QFRET, BODIPY PC-A2 liposome substrate; Group 3 secretory phospholipase A2 (Homo sapiens), Q9NZ20; QFRET BODIPY PC-A2 liposome hydrolysis, fluorescence; inhibition, % at 12.2 µM; 0.56% of 370,000 active; AID 743126, 2013;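 active = inhibition above mean plus 3 SD of compounds lying within the high and low control bounds, cut at about 19% in these data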;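 also: 0% = median of test compound wells and 100% = no enzyme DMSO wells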
hcDAF-12 act: H. contortus DAF-12 nuclear receptor activators, primary screen, cell-based, luminescence, HEK293, lit1-tk-luc reporter; 1.4% of 370,000 active; AID 652067, 2013; HEK293 hcDAF-12 lit1-tk-luc reporter; 0% DMSO, 100% Δ7-dafachronic acid; activation, % at 6.8 µM;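 active = activation above the mean of all tested compounds plus 3 SD, cut at about 5.5% in these data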;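 also: 100% = response to 3 µM Δ7-dafachronic acid high control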
ADAM17 inh: ADAM17 inhibitors, primary screen, biochemical, QFRET; inhibition, % at 6.95 µM; recombinant ADAM17, EDANS/DABCYL FRET peptide cleavage; 0.83% of 370,000 active;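 active = inhibition above the mean of compounds lying between control limits plus 3 SD, set per campaign, cut at about 8.5% in these data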;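 also: 0% = DMSO-only wells as the low control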
Target sequence (P78536 215-824 limits assumed): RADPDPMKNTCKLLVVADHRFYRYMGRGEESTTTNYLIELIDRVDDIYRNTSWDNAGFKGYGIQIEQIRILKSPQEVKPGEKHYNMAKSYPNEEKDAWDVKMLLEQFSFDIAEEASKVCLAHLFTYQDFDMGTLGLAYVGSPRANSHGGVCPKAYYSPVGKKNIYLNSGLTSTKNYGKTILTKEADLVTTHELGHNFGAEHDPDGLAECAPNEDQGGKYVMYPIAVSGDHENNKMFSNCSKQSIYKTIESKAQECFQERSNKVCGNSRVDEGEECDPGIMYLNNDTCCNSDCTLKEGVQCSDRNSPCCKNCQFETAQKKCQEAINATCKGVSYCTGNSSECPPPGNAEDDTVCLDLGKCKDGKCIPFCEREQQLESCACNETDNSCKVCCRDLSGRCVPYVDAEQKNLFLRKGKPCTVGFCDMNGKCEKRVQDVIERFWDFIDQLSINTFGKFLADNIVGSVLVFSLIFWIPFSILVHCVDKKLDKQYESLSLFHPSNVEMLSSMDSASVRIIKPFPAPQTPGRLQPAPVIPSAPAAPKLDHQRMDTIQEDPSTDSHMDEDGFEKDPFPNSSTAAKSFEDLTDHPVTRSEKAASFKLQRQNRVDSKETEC
PLC-gamma1 inh: PLC-gamma1 enzyme inhibitors, primary screen, biochemical, fluorescence, purified enzyme | 1-phosphatidylinositol 4,5-bisphosphate phosphodiesterase gamma-1 (Homo sapiens), P19174 | fluorogenic substrate | inhibition, % at 12.2 µM | 0.84% of 370,000 active | AID 720700, 2013; in the data active = inhibition above about 9.5%
DAX1 inh-2: DAX1 (NR0B1) inhibitors, primary screen, cell-based, HEK293, Gal4-DAX1, luciferase luminescence; Nuclear receptor subfamily 0 group B member 1 (Homo sapiens), P51843; HEK293 Gal4-DAX1 luciferase reporter; inhibition, % at 6.75 µM; 0.99% of 340,000 active; AID 504766, 2011;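 active = inhibition above the mean over all tested compounds plus 3 SD, cut at about 4.2% in these data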;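 also: 0% = DAX1-transfected cells with DMSO and 100% = empty-vector control cells with DMSO; inhibition shows as a rise in luminescence from relieved DAX1 repression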
Target sequence (P51843 207-470 limits assumed): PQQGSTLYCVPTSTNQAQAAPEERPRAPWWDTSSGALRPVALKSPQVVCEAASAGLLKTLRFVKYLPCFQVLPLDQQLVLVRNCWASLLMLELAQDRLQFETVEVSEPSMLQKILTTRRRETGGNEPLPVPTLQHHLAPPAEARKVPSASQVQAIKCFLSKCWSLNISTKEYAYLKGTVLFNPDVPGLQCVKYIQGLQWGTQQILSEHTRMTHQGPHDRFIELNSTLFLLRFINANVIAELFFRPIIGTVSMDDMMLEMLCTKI
hgDAF12 agonist: H. glycines DAF-12 receptor agonists, primary screen, cell-based, luminescence, HEK293, GAL4 fusion, UAS-luciferase. activation, % at 6.8 µM. 1.8% of 370,000 active. HEK293 GAL4-hgDAF12 UAS-luciferase reporter, agonist luminescence; normalized to butyrate control;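 active = activation above a cutoff set at the mean of all screened compounds plus 3 SD, cut at about 10% in these data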;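 also: 0% = DMSO wells and 100% = sodium butyrate wells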
ssDAF-12 act: S. stercoralis DAF-12 nuclear receptor activators, primary screen, cell-based, luminescence, HEK293, GRIP1 co-expression, lit1-tk-luc; Nuclear hormone receptor DAF-12 (Strongyloides stercoralis); 1% of 370,000 active; activation, % at 6.8 µM; HEK293 ssDAF-12/GRIP1 lit1-tk-luc reporter; % of 3 µM dafachronic acid response;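 active = activation above the mean over all tested compounds plus 3 SD, cut at about 0.9% in these data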;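 also: 0% = DMSO-only wells and 100% = 3 µM delta7-dafachronic acid wells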
PLC-beta3 inh: human PLC-beta3 inhibitors, primary screen, biochemical, fluorescence; 1-phosphatidylinositol 4,5-bisphosphate phosphodiesterase beta-3 (Homo sapiens), Q01970; Purified PLC-beta3, fluorogenic substrate; inhibition, % at 12.2 µM; 0.18% of 370,000 active; AID 720704, 2013; in the data active = inhibition above about 11%;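 also: 0% = median of compound wells on plate and 100% = full blocker control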
ADAM10 inh: human ADAM10 inhibitors, primary screen, biochemical, QFRET, HTS; Disintegrin and metalloproteinase domain-containing protein 10 (Homo sapiens), O14672; 0.62% of 370,000 active; inhibition, % at 7 µM; recombinant ADAM10, EDANS/DABCYL FRET peptide cleavage, 3 h; AID 720582, 2013;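 active = inhibition above a per-campaign cutoff equal to the mean of compounds falling between control-based bounds plus 3 SD, cut at about 20% in these data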;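 also: 0% = DMSO wells while the 100% control is not disclosed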
FXN GAA850 act: FXN promoter activators, primary screen, cell-based, luciferase luminescence, HEK293 lucGAA850; 0.56% of 360,000 active; AID 540364, 2011; HEK293 lucGAA850 FXN promoter luciferase reporter, 24 h; percent of 10 µM SAHA response; activation, % at 6 µM;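 active = activation above the average of all compounds screened plus 3 SD, cutoff fixed separately per campaign, cut at about 7.5% in these data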;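 also: 0% = DMSO wells and 100% = 10 µM SAHA wells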
* marks the source's active call; other numbers are inactive results; i = inactive; . = not tested or not shown.

1: O=C(COC(=O)c1cc[n+]([O-])cc1)Nc1cc([N+](=O)[O-])ccc1Cl
2: CC(C)c1onc(C(=O)NCc2ccc(F)cc2)c1[N+](=O)[O-]
3: CC(=O)c1cccc(CN2CCc3ccc(NC(=O)C4CCCO4)cc3C2)c1 (centres undefined)
4: COC(=O)c1nc(-c2ccc(C)cc2)[nH]c1C(C)(C)C
5: CC(C)(C(=O)N1CCC1(C)C(=O)NC1Cc2ccccc2C1)c1ccccc1 (centres undefined)
6: CC(=O)N1CC2(CC(=O)OC(C)C)CN(C(C)=O)CC(CC(=O)OC(C)C)(C1)C2=O
7: O=C(NCCc1ccccc1)C1CCN(Cc2ccccc2F)CC1
8: COc1ccc(/C(C)=N/NC(=O)CNC(=O)C2COc3ccccc3O2)c(OC)c1 (centres undefined)
9: CCc1nc(SCc2cccnc2)c2c(=O)n(C)c(=O)n(C)c2n1
10: CCOc1ccc2nc(SC(C)C(N)=O)[nH]c2c1 (centres undefined)

entry no. | 1 | 2 | 3 | 4 | 5 | 6 | 7 | 8 | 9 | 10
DAX1 inh-1 | -1.0 | -0.3 | -1.1 | -0.9 | -1.2 | -0.3 | -0.1 | -0.6 | 0.3 | 0.5
HGIII-sPLA2 inh | 0 | 2 | 7 | 16 | -7 | 4 | -1 | 1 | 0 | 1
hcDAF-12 act | -0.8 | 1.4 | -1.3 | -0.5 | -0.3 | -0.3 | -1.7 | -2.0 | -0.7 | 0.3
ADAM17 inh | -4 | 1 | -7 | 0 | -2 | -2 | 1 | -4 | -1 | 1
PLC-gamma1 inh | 5 | 3 | 0 | -1 | 0 | 1 | 3 | -3 | 0 | 4
DAX1 inh-2 | -1.5 | 2.1 | -0.5 | . | . | 1.9 | -0.5 | 1.6 | -0.6 | 3.0
hgDAF12 agonist | -1.1 | 0.3 | -1.5 | -4.3 | -0.3 | 1.5 | -3.4 | 1.1 | -0.9 | 2.4
ssDAF-12 act | -0.6 | -0.8 | -1.2 | -1.4 | -1.4 | -0.5 | -1.3 | -1.1 | -0.8 | -0.8
PLC-beta3 inh | -2 | 3 | -13 | -2 | -3 | 1 | 3 | -8 | 1 | 4
ADAM10 inh | -2 | -2 | -13 | -21 | -6 | -2 | -1 | -3 | -5 | 0
FXN GAA850 act | 0.5 | -0.5 | 0.1 | . | 1.3 | -3.3 | 2.0 | -0.1 | 2.8 | 0.8

11: CCSc1ncc(C)cc1[N+](=O)[O-]
12: Cc1ccc2cccc(OCC(=O)NCc3ccco3)c2n1
13: N/C(Cc1nc(-c2ccc(F)cc2)cs1)=N\O
14: CCOC(=O)c1cnc2c(C(F)(F)F)cccc2c1NCCCN1CCOCC1
15: c1ccc(-c2csc(-c3ccc(-c4csnn4)cc3)n2)cc1
16: CCOC(=O)c1c(C)[nH]c(C(=O)/C(C#N)=C/c2ccc(OC)c(OC)c2)c1C
17: COc1cc(C2/C(=C(\O)c3ccc4c(c3)CC(C)O4)C(=O)C(=O)N2CCCn2ccnc2)cc(OC)c1OC (centres undefined)
18: CC(C)(C)NC(=O)/C=C/c1cccc(C(F)(F)F)c1
19: Cn1c(SCc2ccccc2)nnc1-c1ccc2c(c1)OCO2
20: C[C@H](O)[C@@H]1CN2CCc3c([nH]c4ccccc34)[C@@H]2C[C@@H]1N(C)C(=O)OCc1ccccc1

entry no. | 11 | 12 | 13 | 14 | 15 | 16 | 17 | 18 | 19 | 20
DAX1 inh-1 | -0.1 | -0.6 | 0.1 | -1.2 | 0.3 | -0.7 | 1.2 | -0.8 | 1.2 | 0.8
HGIII-sPLA2 inh | -3 | -1 | 5 | -6 | 21* | -9 | -3 | 5 | 4 | -5
hcDAF-12 act | -0.1 | 0.1 | 0.2 | -2.2 | -0.3 | -1.8 | -0.1 | -2.0 | 1.0 | 0.9
ADAM17 inh | 1 | -4 | -2 | 4 | -7 | -2 | 0 | 0 | -4 | -41
PLC-gamma1 inh | 1 | -19 | -2 | -1 | 3 | -22 | -4 | 2 | 1 | -155
DAX1 inh-2 | -0.6 | 1.1 | . | -0.3 | -0.8 | 2.7 | 0.1 | -1.2 | -0.7 | .
hgDAF12 agonist | -3.1 | 0.7 | 1.8 | -2.0 | -1.7 | -2.0 | -2.3 | 2.8 | 4.3 | -1.2
ssDAF-12 act | -1.8 | -1.2 | -0.8 | -1.2 | -1.7 | -1.8 | -0.9 | -1.2 | -0.8 | -0.5
PLC-beta3 inh | 2 | -23 | -9 | -2 | 0 | -32 | -11 | 3 | 0 | -209
ADAM10 inh | -3 | -7 | 0 | 5 | 2 | -7 | 4 | 3 | 0 | -123
FXN GAA850 act | 1.9 | 0.0 | 0.9 | -1.9 | 0.2 | 1.9 | -0.6 | -1.3 | 2.1 | .

21: CC1CN(C(=O)c2cccc(COc3ccc(Br)cc3)c2)CC(C)O1 (centres undefined)
22: CCCc1ncc(CN2CCC(C(=O)Nc3cccc(-c4cscn4)c3)CC2)cn1
23: O=C(CSc1nnc(-c2ccccc2)n1Cc1ccco1)Nc1ccc(S(=O)(=O)N2CCCC2)cc1
24: COC1C(O)C(O)C(O)C(O)C1O (centres undefined)
25: CCCC(=O)OC12CCCN(C1)/C(=C/c1cccc(N(C)C)c1)C2 (centres undefined)
26: O=C(N/N=C/C=C\c1ccccc1[N+](=O)[O-])c1ccco1
27: CCOC(=O)[C@H]1[C@H]2COc3ccc(C)cc3[C@@H]2N2C(=O)c3cc(Cl)ccc3NC(=O)[C@@]12C
28: CCCCN(C)CCNC(=O)C(=O)c1c(C)[nH]c2ccccc12
29: O=C(NCc1ccc(F)cc1)c1cccc2c1C(=O)c1ccc(N3CCC(N4CCCCC4)CC3)cc1S2(=O)=O
30: CCOC(=O)NN1C(=O)c2ccccc2NC1c1ccc(OC)c(OC)c1 (centres undefined)

entry no. | 21 | 22 | 23 | 24 | 25 | 26 | 27 | 28 | 29 | 30
DAX1 inh-1 | 0.6 | -8.2 | -1.8 | -0.3 | -0.2 | 1.1 | 0.4 | -0.1 | 1.3 | -0.3
HGIII-sPLA2 inh | 5 | 16 | -38 | -1 | 5 | 3 | -9 | 2 | -4 | 3
hcDAF-12 act | 1.2 | -4.4 | -2.8 | 0.5 | -1.2 | 0.7 | -0.8 | -0.5 | -2.4 | 0.0
ADAM17 inh | -3 | -4 | 3 | -1 | -12 | 1 | 3 | -1 | -2 | -235
PLC-gamma1 inh | 0 | 3 | 8 | -6 | -11 | 2 | 0 | 7 | -91 | -362
DAX1 inh-2 | -1.2 | -1.1 | -0.3 | 4.9* | . | 2.9 | -0.8 | 0.9 | -0.1 | 4.6*
hgDAF12 agonist | 7.9 | -6.9 | 0.0 | 0.5 | 0.9 | 2.3 | -0.8 | -1.0 | 2.7 | -0.7
ssDAF-12 act | -0.8 | -1.9 | -2.5 | -1.2 | -1.1 | -0.2 | -1.1 | -0.4 | -0.6 | -2.1
PLC-beta3 inh | 0 | 2 | -5 | -7 | -18 | 6 | 2 | -1 | -120 | -496
ADAM10 inh | 7 | -12 | 8 | -15 | -36 | 12 | 7 | -1 | -10 | i
FXN GAA850 act | 4.3 | -1.3 | 0.4 | -1.6 | . | -0.8 | -4.2 | -0.5 | 0.7 | 2.2

One compound at a time, as listed above:
CC(=O)N1CC2(CC(=O)OC(C)C)CN(C(C)=O)CC(CC(=O)OC(C)C)(C1)C2=O is entered as DAX1 inh-1: -0.3; HGIII-sPLA2 inh: 4; hcDAF-12 act: -0.3; ADAM17 inh: -2; PLC-gamma1 inh: 1; DAX1 inh-2: 1.9; hgDAF12 agonist: 1.5; ssDAF-12 act: -0.5; PLC-beta3 inh: 1; ADAM10 inh: -2; FXN GAA850 act: -3.3
CC(C)(C(=O)N1CCC1(C)C(=O)NC1Cc2ccccc2C1)c1ccccc1 (centres undefined) is entered as DAX1 inh-1: -1.2; HGIII-sPLA2 inh: -7; hcDAF-12 act: -0.3; ADAM17 inh: -2; PLC-gamma1 inh: 0; DAX1 inh-2: .; hgDAF12 agonist: -0.3; ssDAF-12 act: -1.4; PLC-beta3 inh: -3; ADAM10 inh: -6; FXN GAA850 act: 1.3

Other compounds.
31: CCc1cc2c(NCCC(=O)O)ncnc2s1
32: CCOC(=O)CC(NC(=O)Cc1cccs1)c1ccccc1Cl (centres undefined)
33: CCCCOc1ccc(C2C(C(=O)c3ccc(C)o3)=C(O)C(=O)N2Cc2ccco2)cc1 (centres undefined)
34: O=S1(=O)CCOC[C@H](Cc2ccccc2)N1Cc1cccc(Cl)c1
35: CC(C)(C)C(=O)CSc1nnc(SCc2cccc3ccccc23)s1
36: Cc1cccc(NC(=S)NNC(=O)c2csc3c2CCCC3)c1
37: CC(=O)Nc1ccc(S(=O)(=O)N2CCSC2c2ccc(C)cc2)cc1 (centres undefined)
38: COC(=O)c1[nH]c2cccc(C)c2c1NC(=O)CN1CCN(c2ccccc2OC)CC1
39: CCNc1ccc(Br)cc(C(=O)/C=C/c2ccccc2Cl)c1=O
40: O=C(c1cc(-c2ccccc2Cl)nc2ccccc12)N1CCOCC1

entry no. | 31 | 32 | 33 | 34 | 35 | 36 | 37 | 38 | 39 | 40
DAX1 inh-1 | -0.4 | 0.3 | 0.7 | 0.0 | -0.8 | 1.4 | -1.0 | -0.8 | 0.1 | 2.2
HGIII-sPLA2 inh | 3 | -2 | -2 | -7 | -72 | 17 | -16 | -3 | 3 | -2
hcDAF-12 act | -1.2 | -2.1 | -0.2 | -1.9 | -0.4 | 2.3 | -1.6 | -2.1 | 1.3 | 2.0
ADAM17 inh | -10 | -2 | 3 | 4 | 5 | 8 | 3 | -2 | -3 | -2
PLC-gamma1 inh | -4 | -1 | -28 | 2 | 0 | -2 | -1 | -2 | -42 | 0
DAX1 inh-2 | 2.5 | -1.1 | -0.5 | 0.5 | . | 0.3 | -0.8 | -0.9 | -0.3 | 0.2
hgDAF12 agonist | 2.3 | -0.4 | 0.0 | -1.1 | 0.4 | 11* | -5.3 | -1.6 | -1.7 | 1.3
ssDAF-12 act | -1.1 | -1.2 | -1.1 | -1.1 | -1.4 | 0.0 | -1.6 | -0.4 | -0.7 | -0.1
PLC-beta3 inh | -6 | -5 | -45 | 2 | -3 | -5 | 2 | -6 | -64 | -10
ADAM10 inh | -13 | 1 | 3 | 4 | 5 | 13 | 10 | -6 | -14 | -4
FXN GAA850 act | 0.6 | 0.5 | 2.7 | 1.5 | . | 4.3 | 1.3 | 1.2 | -0.8 | 2.4
